# CRFR2-BP antag: blocks CRF-induced signaling of the CRF-BP/CRF-R2 complex. HEK293 CRF-R2/CRF-BP, CRF-induced calcium fluorescence. inhibition, % at 11.8 µM. actives 0.59% (n = 350,000);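 active means inhibition of the ligand-induced calcium signal above about 50% at the single tested concentration, limit read from the data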
# M4 PAM: potentiates acetylcholine response at human M4 receptor; P08173; CHO-K1 hM4/Gqi5, Fluo-8 calcium fluorescence, ACh EC20; 0% = ACh EC20, 100% = maximal ACh; activation, % at 3 µM; actives 0.4% (n = 360,000); AID 624126;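 active means activation above its plate's cutoff, the mean activation of sample wells plus 3 SD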; further: some results filed as inactive read as strong as hits
# CRFR2-BP ag: agonists of human CRF-binding protein/CRF-R2 receptor complex; HEK293 CRF-R2/CRF-BP, calcium dye fluorescence (FLIPR); percent of saturating CRF peptide response; activation, % at 13.2 µM; actives 0.46% (n = 350,000);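 active means activation of at least 50%, plus an integration ratio under a set limit after plate pattern correction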;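 further: plate controls were neutral control wells without compound for no effect and CRF at EC100 for full effect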
# CHRM4 agonist: agonists of human muscarinic M4 receptor (CHRM4) | P08173 | AID 624127 | actives 0.14% (n = 360,000) | CHO-K1 hM4/Gqi5, Fluo-8 calcium fluorescence; vehicle 0%, full acetylcholine response 100% | activation, % at 3 µM;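 active means activation above the run mean over all test wells plus 3 SD, cut at about 32% in these data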;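 further: peak over basal fluorescence ratio per well then scaled between controls; 0% = DMSO wells and 100% = acetylcholine at EC100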
# M5 ag: agonists of human muscarinic M5 receptor (CHRM5); P08912; CHO-K1 hM5 cells, Fluo-8 calcium fluorescence; 0% DMSO wells, 100% maximal acetylcholine response; actives 0.19% (n = 360,000); activation, % at 3 µM;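 active means activation above the run's mean over test compounds plus 3 SD, cut at about 23% in these data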;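 further: signal is peak over basal fluorescence ratio across the kinetic read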
# Target sequence (P08912 whole entry, looked up): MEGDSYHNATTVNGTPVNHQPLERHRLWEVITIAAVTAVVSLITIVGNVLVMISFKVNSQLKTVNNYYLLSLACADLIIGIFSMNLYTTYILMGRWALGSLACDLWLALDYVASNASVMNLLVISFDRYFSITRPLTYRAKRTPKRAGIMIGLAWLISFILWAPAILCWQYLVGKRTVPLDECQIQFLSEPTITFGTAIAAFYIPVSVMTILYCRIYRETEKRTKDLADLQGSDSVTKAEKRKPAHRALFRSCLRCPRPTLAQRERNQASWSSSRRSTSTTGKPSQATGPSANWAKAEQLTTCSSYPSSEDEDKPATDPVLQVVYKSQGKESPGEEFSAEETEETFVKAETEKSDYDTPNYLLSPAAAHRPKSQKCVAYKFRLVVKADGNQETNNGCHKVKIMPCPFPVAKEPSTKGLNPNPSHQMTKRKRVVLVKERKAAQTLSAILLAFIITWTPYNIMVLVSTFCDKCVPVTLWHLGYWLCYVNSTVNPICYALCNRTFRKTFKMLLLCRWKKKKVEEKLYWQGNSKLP
# IDE inh: inhibits human insulin-degrading enzyme in HEK cells; P14735; FAbetaB cleavage, fluorescence polarization; inhibition, % at 5.59 µM; actives 0.41% (n = 320,000); AID 434962;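 active means percent inhibition above the average of all tested compounds plus 3 SD, set per screening campaign, cut at about 16% in these data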;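 further: IDE supplied by intact live HEK cells; FP after avidin binding of uncleaved biotin substrate so inhibition keeps polarization high; 0% = DMSO wells and 100% = 60 µM reference IDE inhibitor Ii1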
# CHRM4 antagonist: antagonists of human muscarinic M4 receptor (CHRM4); P08173; CHO-hM4 cells, ACh EC80, Fluo-8 calcium fluorescence; inhibition, % at 3 µM; actives 0.73% (n = 360,000);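 active means inhibition above its plate's cutoff, the mean inhibition of sample wells plus 3 SD, cut at about 27% in these data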;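 further: 0% = acetylcholine EC80 with DMSO and 100% = DMSO without agonist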
# M5 antag: antagonists of human muscarinic M5 receptor (CHRM5) | P08912 | actives 0.59% (n = 360,000) | CHO-hM5 cells, Fluo-8 calcium fluorescence, ACh EC80 | inhibition, % at 3 µM;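 active means inhibition above a per-plate cutoff, the mean of that plate's test compounds plus 3 SD, cut at about 27% in these data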;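 further: 0% = acetylcholine EC80 with DMSO and 100% = DMSO without agonist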
# CHRM5 PAM: CHRM5 positive allosteric modulation; P08912; CHO-K1 hM5, Fluo-8 calcium, ACh EC20 PAM; 0% = ACh EC20, 100% = ACh EC100; activation, % at 3 µM; actives 0.3% (n = 360,000); AID 624038;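 active means activation above the run cutoff, the mean activation of all test compounds plus 3 SD, cut at about 18% in these data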
#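 Replicates: One well per compound, no replicates | System: Human M5 receptor in CHO-K1 cells | Benchmarks: Low control EC20 acetylcholine (0%), high control EC100 acetylcholine (100%) | Probe or stimulus: Acetylcholine, EC20 level | Times: Fluo-8 loading 80 min at 37 °C plus 30 min room temperature | Signal: Intracellular calcium via Fluo-8 fluorescence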
# The depositor's hits bear a star.
SMILES	CRFR2-BP antag	M4 PAM	CRFR2-BP ag	CHRM4 agonist	M5 ag	IDE inh	CHRM4 antagonist	M5 antag	CHRM5 PAM
COC(=O)C1=CN(CC2CCCO2)C=C(C(=O)OC)C1c1cc(OC)c(OC)c(OC)c1 (configuration not stated)	22	7	-2.1	0	0	-1	1	0	-4
CCN(CC)C(=O)c1ccc(-c2nnc(Nc3ccc(C(=O)NC)cc3)c3ccccc23)cc1	17	-2	-0.4	8	0	4	8	6	-7
COc1cccc(OC)c1C(=O)NNC(=O)c1cccc(COc2ccc3c(c2)CCC3)c1	-34	-6	-0.3	10	-1	5	0	-2	-9
COC(=O)c1ccc(/C=N/NC(=O)CC(=O)NC(C)C)cc1	4	-2	1.5	1	3	-7	3	-1	3
O=C(NC1CCCC1)c1ccc(CS(=O)(=O)Cc2ccccc2F)o1	-8	6	1.0	1	0	-2	-7	7	-3
COc1ccccc1S(=O)(=O)Cc1ccc(C(=O)NCc2ccco2)o1	4	13	-0.7	1	-3	4	-8	10	3
Cc1ccc(F)c(NC(=O)CCc2ccccc2)c1	-1	11	-0.4	0	-2	0	-4	-5	1
O=C(c1ccc(S(=O)(=O)N2CCOCC2)cc1)N1CCc2ccccc21	-2	-5	-0.4	0	1	9	1	6	1
Cc1cccc(NC(=O)c2cccc(S(=O)(=O)NCc3ccccc3)c2)n1	4	9	0.1	4	3	-1	-5	12	-3
CSCCC(NS(=O)(=O)c1ccc2c(c1)oc(=O)n2C)C(=O)NCc1ccc(C)cc1 (configuration not stated)	9	17	1.6	1	1	3	23	5	5
Cc1cc([N+](=O)[O-])nn1CCCC(=O)Nc1cccc(Cl)c1Cl	3	1	-0.2	1	-7	1	-7	13	-7
Cc1nn(CC(=O)Nc2nc3ccccc3s2)c(C)c1[N+](=O)[O-]	9	6	1.4	8	4	3	-2	0	1
COCCn1c(C)cc(/C=N/NC(=O)c2cccnc2)c1C	-1	3	-0.4	1	2	-4	5	-7	6
COC(=O)c1ccccc1NC(=O)c1cc2ccccc2o1	-7	-5	0.2	-1	0	4	4	14	-1
C/C(=N\OC(=O)c1ccc(C)cc1)c1c(C)nc2cc(C)ccn12	8	2	-0.2	1	2	-3	-6	0	8
CCSc1nnc(NC(=O)CSc2nc3c(c(=O)n2-c2ccccc2)SCC3)s1	-2	5	0.8	0	-1	2	0	5	1
COC(=O)c1cnc(NNS(=O)(=O)c2ccc(Cl)cc2)nc1C(F)(F)F	-13	3	-0.2	2	-11	3	-1	4	-1
COCCN=c1scc(-c2cccs2)n1/N=C(\C)c1ccco1	-7	9	-0.2	0	2	7	-17	5	3
COc1ccccc1N1CCN(/N=C/c2ccc(O)cc2O)CC1	4	-7	1.9	3	1	-1	10	16	-8
CCCCN(CCCC)C1=Nc2ccccc2N/C1=C(/C#N)C(=O)OCC	-13	3	3.1	-1	-7	-2	6	-2	-6
COc1ccc2oc(=O)c(-c3nc4ccccc4o3)cc2c1	11	7	-0.5	1	-2	13	-2	-1	-6
O=C(COc1cccc(Cl)c1)NNC(=S)Nc1ccccc1	14	-1	-3.3	1	-1	-3	1	-5	-7
COc1cc2c(cc1NC(=O)COC(=O)[C@@H](NS(=O)(=O)c1cccc(Cl)c1)C(C)C)oc1ccccc12	26	-5	-2.4	1	-6	0	-6	-1	-5
CSc1sc(C)cc1C1C(C#N)=C(N)N(c2cccnc2)C2=C1C(=O)CC(C)(C)C2 (configuration not stated)	-8	13	1.0	1	-6	4	-17	-8	-2

# 7 compounds picked at random from those above, as already listed:
SMILES	CRFR2-BP antag	M4 PAM	CRFR2-BP ag	CHRM4 agonist	M5 ag	IDE inh	CHRM4 antagonist	M5 antag	CHRM5 PAM
COc1ccccc1S(=O)(=O)Cc1ccc(C(=O)NCc2ccco2)o1	4	13	-0.7	1	-3	4	-8	10	3
COC(=O)c1ccccc1NC(=O)c1cc2ccccc2o1	-7	-5	0.2	-1	0	4	4	14	-1
O=C(COc1cccc(Cl)c1)NNC(=S)Nc1ccccc1	14	-1	-3.3	1	-1	-3	1	-5	-7
COCCN=c1scc(-c2cccs2)n1/N=C(\C)c1ccco1	-7	9	-0.2	0	2	7	-17	5	3
COC(=O)c1cnc(NNS(=O)(=O)c2ccc(Cl)cc2)nc1C(F)(F)F	-13	3	-0.2	2	-11	3	-1	4	-1
CCN(CC)C(=O)c1ccc(-c2nnc(Nc3ccc(C(=O)NC)cc3)c3ccccc23)cc1	17	-2	-0.4	8	0	4	8	6	-7
COCCn1c(C)cc(/C=N/NC(=O)c2cccnc2)c1C	-1	3	-0.4	1	2	-4	5	-7	6

# New compounds follow
SMILES	CRFR2-BP antag	M4 PAM	CRFR2-BP ag	CHRM4 agonist	M5 ag	IDE inh	CHRM4 antagonist	M5 antag	CHRM5 PAM
CCOC(=O)C(=O)c1csc(NC(=O)CCSc2ccc(C)cc2)n1	-2	0	0.4	0	-2	3	3	3	4
CNS(=O)(=O)c1cccc(C(=O)OCc2csc(-c3ccccc3)n2)c1	10	-15	-1.6	8	1	9	-6	4	-10
CC(=O)c1ccc(NC(=O)CCn2c(=S)oc3ccccc32)cc1	-7	-1	0.2	0	-4	3	5	11	-3
CN1CCN(C(=O)c2cc(-c3ccco3)on2)CC1	3	8	5.7	1	-4	1	-11	-4	1

# Not a hit list; 2.9% or so of the library scored in one or more.
